SENP8 block-1 = SENP8 protease inhibition; Q96LD8; purified SENP8, Z-RLRGG-aminoluciferin cleavage, luminescence; inhibition, % at 10 µM; 330,000 tested, 1.2% active; AID 2540; in the data active = inhibition above about 50%
Target sequence (Q96LD8 whole entry, looked up): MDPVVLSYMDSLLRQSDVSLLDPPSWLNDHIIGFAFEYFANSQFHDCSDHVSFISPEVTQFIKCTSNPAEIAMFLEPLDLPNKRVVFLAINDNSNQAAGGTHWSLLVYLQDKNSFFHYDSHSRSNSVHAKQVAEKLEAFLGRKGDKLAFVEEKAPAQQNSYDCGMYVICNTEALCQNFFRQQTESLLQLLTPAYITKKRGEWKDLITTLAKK
PfGluPho inh = PfG6PD (Plasmodium falciparum) enzyme inhibition. PfGluPho enzyme, NADPH resazurin-diaphorase fluorescence. inhibition, % at 20 µM. 350,000 tested, 0.78% active. AID 504690;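 active = inhibition reaching at least a set limit at 20 µM in the primary screen, cut at about 59% in these data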;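 also: 0% = DMSO wells with substrate and 100% = DMSO wells lacking glucose-6-phosphate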
MIN6 prolif = MIN6 beta-cell proliferation induction; 330,000 tested, 0.29% active; proliferation, % at 10 µM; MIN6 cells proliferation, ATPlite luminescence, 48 h; cells starved in 0.2% serum; 100% = growth in 10% serum;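 active = compounds whose signal lies at least 3.5 SD above the mean of all wells on their plate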;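 also: 0% = DMSO-treated cells in low-serum medium and 100% = 10% serum control; some compounds called inactive have numbers as strong as hits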
SENP6 inh = blocks the human protease SENP6; 330,000 tested, 1.8% active; inhibition, % at 10 µM; Recombinant SENP6 catalytic domain, aminoluciferin luminescence;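 active = inhibition above about 50% at the single tested dose, limit read from the data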;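 also: plate controls were DMSO wells with enzyme for no effect and DMSO wells lacking enzyme for full effect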
Target sequence (Q9GZR1 628-1112 limits assumed): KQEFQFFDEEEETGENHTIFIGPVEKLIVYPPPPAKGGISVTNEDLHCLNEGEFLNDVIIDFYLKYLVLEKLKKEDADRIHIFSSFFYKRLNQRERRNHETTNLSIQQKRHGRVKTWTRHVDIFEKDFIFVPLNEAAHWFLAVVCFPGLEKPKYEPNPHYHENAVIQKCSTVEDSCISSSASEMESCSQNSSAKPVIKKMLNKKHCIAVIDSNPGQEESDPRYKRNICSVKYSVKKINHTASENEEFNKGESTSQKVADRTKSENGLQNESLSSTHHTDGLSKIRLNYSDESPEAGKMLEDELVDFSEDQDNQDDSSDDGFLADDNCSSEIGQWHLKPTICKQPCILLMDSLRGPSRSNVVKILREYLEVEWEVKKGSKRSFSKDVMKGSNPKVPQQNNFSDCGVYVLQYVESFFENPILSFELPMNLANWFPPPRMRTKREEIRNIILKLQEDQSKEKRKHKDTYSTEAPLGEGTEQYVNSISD
HKDC1 inhibitor = blocks human hexokinase HKDC1 activity; Q2TB90; recombinant HKDC1, G6PDH/diaphorase resazurin coupled fluorescence; inhibition, % at 20 µM; 340,000 tested, 0.16% active; AID 493160;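 active = inhibition above about 35% when tested at 20 µM, limit read from the data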;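 also: plate controls were DMSO wells with enzyme for no effect and DMSO wells lacking enzyme for full effect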
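Test system: recombinant HKDC1 (HK5) hexokinase enzyme, produced in-house; Amount: enzyme 5 µg/mL final; Buffer or medium: Tris pH 8.0 buffer with MgCl2, Tween-20, BSA, BME; Reagent: glucose and ATP substrates; Doses: 20 µM test compound, 1% DMSO; Incubation: 90 min reaction incubation at room temperature, dark; Detection: resorufin fluorescence at 613 nm.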
SENP8 block-2 = blocks human SENP8 cleavage of Nedd8 substrate | Q96LD8 | recombinant SENP8, Nedd8 substrate fluorescence | inhibition, % at 20 µM | 360,000 tested, 0.64% active | AID 602440; in the data active = inhibition mostly above about 40%, no sharp cut-off; inactive = mostly below about 27%
UBC13 inh = blocks human UBC13 polyubiquitin chain formation | P61088 | TR-FRET | inhibition, % at 20 µM | 330,000 tested, 0.47% active | AID 485273; in the data active = inhibition above about 45%, passing the limit was not always enough
SENP7 inh = inhibitors of human SENP7 protease; Q9BQF6; recombinant SENP7, Z-RLRGG-aminoluciferin luminescence, 40 min; inhibition, % at 5 µM; 330,000 tested, 1.5% active; AID 434973;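 active = inhibition above about 50% at the single test dose, limit read from the data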;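 also: plate controls were DMSO with enzyme for no effect and no enzyme buffer wells for full effect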
Target sequence (Q9BQF6 706-1050 limits assumed): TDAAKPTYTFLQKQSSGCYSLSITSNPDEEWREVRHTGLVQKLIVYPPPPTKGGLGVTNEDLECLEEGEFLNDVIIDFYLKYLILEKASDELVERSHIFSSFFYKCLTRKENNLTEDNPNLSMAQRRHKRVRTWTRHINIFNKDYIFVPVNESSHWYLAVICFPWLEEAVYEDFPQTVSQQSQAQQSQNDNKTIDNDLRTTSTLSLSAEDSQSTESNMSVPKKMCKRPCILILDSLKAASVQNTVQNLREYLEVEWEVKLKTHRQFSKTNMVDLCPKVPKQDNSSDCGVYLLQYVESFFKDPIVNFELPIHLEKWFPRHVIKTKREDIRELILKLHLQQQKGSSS
SENP1 FRET inh = inhibitors of human SENP1 SUMO protease catalytic domain; Q9P0U3; recombinant SENP1 catalytic domain, CyPet-SUMO1-YPet FRET cleavage; inhibition, % at 10 µM; 360,000 tested, 0.21% active; AID 624204;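 active = inhibition at least 30% at 10 µM, raw YFP signal under a set limit, fluorescence ratio 0.5 to 1.5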;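 also: 0% = enzyme with DMSO and 100% = no enzyme wells; some results filed as inactive read as strong as hits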
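Material: hSENP1 catalytic domain, recombinant; medium: Tris pH 8 with BME, BSA, NP40 and catalase; compound: single concentration of 10 µM compound, 0.5% DMSO final; technique: FRET read of cyan and yellow fluorescence; timing: 50 min enzyme reaction, room temperature, light-protected; reagent: SFCypet-SUMO1-SFYpet substrate at 25 nM; control set: no-enzyme low, enzyme-DMSO high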
Starred values were filed as active, the others as inactive; nt = no result given.

Screens in order: SENP8 block-1, PfGluPho inh, MIN6 prolif, SENP6 inh, HKDC1 inhibitor, SENP8 block-2, UBC13 inh, SENP7 inh, SENP1 FRET inh
Cc1nc2ccccc2c(=O)n1-c1ccc(F)c(NS(=O)(=O)c2ccccc2F)c1
→ 2, -16, 3, -1, -4, 5, 0, -4, -3
c1ccc2[nH]c(N3CCOCC3)nc2c1
→ -10, -18, -4, -12, -11, 19, -4, -5, 3
Cc1ccccc1C(=O)NC(CC(C)C)C(=O)Nc1ccc(S(N)(=O)=O)cc1 (stereo not drawn)
→ -2, 1, 0, 3, -6, 7, 14, 5, 1
COc1ccc(C)cc1S(=O)(=O)N1CCC(C(=O)N2CCN(C)CC2)CC1
→ -14, -15, 0, -5, 4, 15, -5, -5, 3
COc1cc(NC(=O)COC(=O)/C=C/c2c(C)nn(C3CCS(=O)(=O)C3)c2Cl)cc(OC)c1OC (stereo not drawn)
→ -14, 0, -1, -8, -1, 17, 1, 13, -1
O=C(Cc1ccc(NC(=O)C2CCN(C(=O)C3CCCC3)CC2)cc1)Nc1cccc(C(=O)N2CCCCC2)c1
→ nt, -17, nt, nt, -4, 0, nt, nt, 3
COc1ccc(/C=C/CN2CCC(Oc3ccc(C(=O)N4CCCCC4)cc3)CC2)cc1
→ -2, -2, 0, -13, -3, -2, 5, 3, -4
COc1ccc2c(=O)c(C(=O)O)c(-c3ccc4c(c3)OCO4)n(C)c2c1
→ -4, -29, 0, 3, -6, -157, 14, -8, 2
Cc1csc(NC(=O)c2ccc(C)c([N+](=O)[O-])c2)n1
→ 24, 25, -2, 35, 5, 6, -9, 27, 5
Cc1ccc(C(NC(=O)Nc2ccccn2)C(Cl)(Cl)Cl)cc1F (stereo not drawn)
→ -3, -4, -2, -22, -5, 4, -2, -9, 0
O=c1c2cc(F)ccc2sn1-c1ccc(F)cc1
→ 88*, 113*, -7, 93*, 8, 7, -7, 44, 0
CCNC(=S)NCc1ccc(OC)c(OC)c1
→ -3, 5, 3, 6, -2, 17, -1, 5, 0
COc1ccc(C2=NOC(Cn3nc(-c4ccccc4)cc3C(=O)NCc3cccc(Br)c3)C2)cc1 (stereo not drawn)
→ -15, 7, -4, -7, -3, 15, -10, -8, 0
CCC1(c2ccccc2)NC(=O)N(CC(=O)NNC(=O)c2ccc(F)cc2)C1=O (stereo not drawn)
→ 6, -3, 1, 4, -3, -4, 4, -14, -1
CC1Sc2ccc(S(=O)(=O)CCC(=O)N3CCCC3)cc2NC1=O (stereo not drawn)
→ 10, -3, 0, 7, -6, 9, 0, -2, -2
COCCn1c(N)c(C(=O)c2cccc(S(=O)(=O)N3CCCCCC3)c2)c(=O)[nH]c1=O
→ -9, -11, -1, -14, 1, 7, 4, 4, -3
CC(C)CN(C(=O)CN1C(=O)NC(c2ccccc2)(c2ccccc2)C1=O)C1CCS(=O)(=O)C1 (stereo not drawn)
→ -12, 10, -1, -19, 4, 9, -1, 3, -1
COc1ccc(C2(C)NC(=O)N(CC(=O)NC3(C#N)CCCCC3)C2=O)cc1 (stereo not drawn)
→ 14, -20, 1, 6, -4, -6, -22, -4, -1
Cc1ccc(Cl)cc1NC(=S)N/N=C/c1cccc2ccccc12
→ 2, 9, -4, -13, 2, -11, -9, -11, -6
C#CCNc1nc(C(C)C)nc2c1nnn2Cc1ccccc1F
→ -6, 25, -2, 0, 3, 4, 3, -2, 3
Nc1ccc2nc3n(c(=O)c2c1)CCC3
→ 4, 5, 0, 14, 8, -377, -2, 4, 4
CS(=O)(=O)N(CCc1ccccc1)CC(=O)Nc1ccc(OCc2ccccc2)cc1
→ 1, 2, -6, 5, -5, -13, 2, -4, 0
COC(=O)c1ccc2c(=O)n(CC3CCCO3)c(SCC(=O)Nc3ccccc3OC)nc2c1 (stereo not drawn)
→ -1, 0, -1, 11, -3, 12, -9, 2, 0
CC(CC(=O)Nc1ccc(C(N)=O)cc1)c1ccccc1 (stereo not drawn)
→ 3, -2, -2, -14, -7, -6, 4, 3, 2
CCOc1ccc(CNC(=O)C2Cc3cc(S(=O)(=O)N4CCCCC4)ccc3N2C(C)=O)cc1 (stereo not drawn)
→ -2, -6, 5, -11, -3, 16, 0, -9, 1
C#CCOCCOCCOCCNc1nc(N2CCOCC2)nc(N2CCN(C(=O)[C@H](Cc3ccc(O)cc3)n3cc([C@@H](N)CC(C)C)nn3)CC2)n1
→ -7, 8, 0, -5, 1, 13, 22, -5, 0
Cc1cc(C(=O)CSc2nnc(C3COc4ccccc4O3)n2C)c(C)n1-c1ccc(F)cc1 (stereo not drawn)
→ 4, 21, 0, -3, 10, 20, 4, 1, 1
COc1nc(N(C)C)nc(-n2nnc(C(C)=O)c2C)n1
→ 8, 9, -1, 4, 4, 25, 0, -4, 4
Cc1ccc(S(=O)(=O)Nc2cc(C(=O)N3CCOCC3)ccc2N2CCCCC2)cc1
→ -3, -9, -3, -7, -1, 22, -7, 4, 0
COC(=O)c1ccccc1NC(=O)CN(C)S(=O)(=O)c1ccc(OC)c(C)c1
→ -8, -6, 4, -13, -10, -3, -2, -10, -4

Structural class: the entries above containing an aryl thioether with sulfur outside any ring
Screens in order: SENP8 block-1, PfGluPho inh, MIN6 prolif, SENP6 inh, HKDC1 inhibitor, SENP8 block-2, UBC13 inh, SENP7 inh, SENP1 FRET inh
COC(=O)c1ccc2c(=O)n(CC3CCCO3)c(SCC(=O)Nc3ccccc3OC)nc2c1 (stereo not drawn)
→ -1, 0, -1, 11, -3, 12, -9, 2, 0
Cc1cc(C(=O)CSc2nnc(C3COc4ccccc4O3)n2C)c(C)n1-c1ccc(F)cc1 (stereo not drawn)
→ 4, 21, 0, -3, 10, 20, 4, 1, 1

Remaining list, next part.
Screens in order: SENP8 block-1, PfGluPho inh, MIN6 prolif, SENP6 inh, HKDC1 inhibitor, SENP8 block-2, UBC13 inh, SENP7 inh, SENP1 FRET inh
COc1ccc(OCCCC(=O)OC(C)C(=O)Nc2cccc(C(C)=O)c2)cc1 (stereo not drawn)
→ -5, 1, -3, -2, -5, 7, -7, -8, 0
Cc1cc(NC(=O)CSc2n[nH]c(=O)[nH]c2=O)ccc1Br
→ 2, -10, 0, 4, -2, 20, 3, -2, 2
O=C(COC(=O)/C=C/c1cccc(F)c1)NC(=O)NC1CCCC1
→ 4, -1, -2, 0, -2, 7, 9, 1, 1
Cc1nn(CC(=O)NNC(=S)Nc2ccccc2)c(C)c1[N+](=O)[O-]
→ 0, -3, -2, 9, -7, 22, -15, 0, 1
COc1ccc(CN(CCC#N)C(=S)NC(=O)c2ccccc2)cc1
→ -12, -6, -1, -9, -1, 6, 0, 11, -1
O=C(NCCC1=CCCCC1)C1CCN(C(=O)c2ccc(Cl)cc2)CC1
→ 6, -5, -2, -7, 13, 9, 6, 2, 0
O=C(CCc1nc2sc3c(c2c(=O)[nH]1)CCCC3)N1CCN(c2ccccc2)CC1
→ -19, -5, -1, -24, 1, -22, -1, 10, -29
COC(CNS(=O)(=O)c1cc2c3c(c1)CCN3C(=O)CC2)OC
→ -9, 8, 1, 9, -4, 13, 6, 2, 1
CCOc1ccc(C(C(=O)NC2CCCC2)N(C(=O)c2snc(C(N)=O)c2N)c2cccc(O)c2)cc1 (stereo not drawn)
→ 1, 13, 0, 1, 3, -286, 27, 4, -18
O=C(/C=C/Nc1ccc(OC(F)(F)F)cc1)C(F)(F)F
→ -14, 14, -1, -14, 5, -3, 3, 9, -10
CCOC(=O)c1oc2ccc(S(=O)(=O)n3nc(-c4ccc(OC)cc4)cc3N)cc2c1C
→ 3, 7, -3, 1, 4, 16, -26, -7, 1
CC(C)=CC(=O)OCC(=O)Nc1cc([N+](=O)[O-])ccc1F
→ -13, 6, 0, -22, -5, 10, -8, -3, 1
O=C(COC(=O)c1cc(NS(=O)(=O)c2cccs2)ccc1O)Nc1ccc(F)c(F)c1F
→ -7, -7, -2, -12, 2, -73, -6, -7, 1
Clc1ccc(CSc2nnc(-c3ccc4c(c3)OCO4)o2)cc1
→ -13, 13, -5, -6, -5, 10, 0, -13, 4
Cc1c2cnn(CC(=O)NCCCN3CCCCC3)c(=O)c2c(C)n1Cc1ccccc1
→ 3, -1, -3, 17, -2, -8, 2, -1, -22
CC(=O)Nc1ccc(C)c([N+](=O)[O-])c1
→ 1, 18, 0, -1, -8, 11, -3, 4, 0
CCOC(=O)c1ccc(NC(=O)c2ccccc2)cc1
→ 12, 7, -3, 28, -8, 21, 5, 1, 2
O=Cc1c(-c2ccccc2)cc2oc3ccccc3cc1-2
→ 78*, -9, -3, 67*, 2, 16, -27, 65*, -1
Cc1ccc(SC(C)C(=O)Nc2ccc(S(=O)(=O)N3CCOCC3)cc2)cc1 (stereo not drawn)
→ 3, -4, 0, -6, 8, 34, -6, 3, 2
Cn1c(C(C#N)C(=O)c2ccco2)nc2ccccc21 (stereo not drawn)
→ -11, 3, -1, 7, -4, -50, -6, -2, -27
CC(Cc1ccccc1)NC(=O)c1cc([N+](=O)[O-])ccc1Cl (stereo not drawn)
→ -2, -2, -2, -1, -4, 3, -2, 1, 2
CCN(CC)C(=O)CP(=O)(c1ccccc1)c1ccccc1
→ 0, 15, 2, -24, -2, 22, -7, 4, 5
COc1ccc(S(N)(=O)=O)cc1-c1nnc2c3ccccc3c(C)nn12
→ -2, 6, -2, -16, -3, -2, -3, -15, 1
O=C(NCc1cccc(F)c1)c1noc2c1CCCC2
→ -3, 11, -1, 3, -1, 11, 7, 2, 0
FC(F)(F)c1cc(-c2ccco2)nc(NCc2cccnc2)n1
→ -5, -6, 0, -5, 1, -184, 9, 2, -6
O=C(CSc1nnc2ccccn12)NC(=O)Cc1ccccc1
→ 4, -3, -3, 1, 2, -1, 6, 2, 2
Clc1ccc(Sc2cc(N3CCOCC3)nc(-c3ccccc3)n2)cc1
→ -7, 9, -5, -16, -1, 13, 7, -1, 1
Cn1ccnc1SCc1cccc([N+](=O)[O-])c1
→ 1, 26, 0, 5, -5, 16, -6, 0, 1
CCOC(=O)c1c(NC(=O)CSc2nnc(CNc3ccc(C)cc3C)o2)sc(C)c1C
→ -8, 2, -2, -4, 5, 20, -22, -6, -1
CC(C)n1c(SCC(N)=O)nc2c1c(=O)[nH]c(=O)n2C
→ nt, 16, nt, nt, -2, 37, nt, nt, 3
CC(C)NC(=O)CN1CCN(C(=O)c2ccc3oc(CCCc4ccccc4)nc3c2)CC1
→ -11, -6, 0, -6, -4, 12, 0, -12, 0
Cc1c(C(=O)N/N=C/c2cccnc2)sc(=S)n1C
→ 2, 3, 0, -2, -6, 9, -11, 3, 3
Clc1ccc(SCc2cn3ccsc3n2)cc1
→ -9, 5, -1, 14, -2, 18, 6, 14, 1
CCCN(CC(=O)Nc1ccc(C(N)=O)cc1)CC(=O)Nc1ccccc1C
→ 0, 13, -4, 2, -10, 2, 17, -3, -3
CCS(=O)(=O)N1CCC(C(=O)NCc2ccc(OC)cc2OC)CC1
→ 6, -5, -1, 14, -9, 7, -2, 2, -1
COc1cc(NC(=O)COC(=O)c2ccc3ccccc3n2)cc(OC)c1
→ 0, -12, 1, -6, 3, 0, -4, -1, 12
COc1ccccc1NNC(=O)c1cc(C(C)(C)C)nn1Cc1ccccc1
→ -7, 13, -3, -15, 1, 28, -6, -7, 2
O=C(CCc1nnc(CCC2CCCCC2)o1)NCc1ccon1
→ 0, -7, 4, 1, -8, 10, 7, 1, -2
O=[N+]([O-])c1cc([N+](=O)[O-])c(Oc2cc(Cl)ccc2Cl)cc1NC1CCCCCCC1
→ 0, -2, -4, -16, 1, 22, -18, -6, 2
